FEN1 inhibitor – blocks human flap endonuclease 1; Potency, µM (top dose mostly 114 µM), for inactives: at the highest dose activity change, negative = inhibition, most hits filed as inhibitors; Recombinant FEN1 flap cleavage, fluorescence, 15 min; P39748; hit rate 0.35% among 390,000; AID 588795; note: nearly all actives have a fitted effect of over 65% in size
Target sequence (P39748 whole entry, looked up): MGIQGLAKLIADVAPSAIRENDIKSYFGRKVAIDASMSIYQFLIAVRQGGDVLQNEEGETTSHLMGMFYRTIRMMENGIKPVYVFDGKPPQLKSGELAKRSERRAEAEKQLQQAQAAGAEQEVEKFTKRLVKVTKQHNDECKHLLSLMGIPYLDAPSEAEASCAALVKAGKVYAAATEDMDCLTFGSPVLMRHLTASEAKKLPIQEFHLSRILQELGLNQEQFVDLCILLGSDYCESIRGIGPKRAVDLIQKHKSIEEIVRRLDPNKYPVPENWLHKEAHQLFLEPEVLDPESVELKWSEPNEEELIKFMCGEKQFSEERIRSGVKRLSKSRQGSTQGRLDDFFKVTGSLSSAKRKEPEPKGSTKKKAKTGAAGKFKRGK
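Nuclease activity of 10 nM FEN1 was measured after 15 min of room-temperature exposure to titrated compounds, by adding 50 nM flap substrate and reading plates at 0 and 15 min.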
N370S GC – inhibits or activates N370S mutant glucocerebrosidase; P04062; N370S GC spleen homogenate, 4MU-glucoside fluorescence; Potency, µM (doses to about 59.4 µM), without a hit: at the top dose activity change, negative = inhibition, most hits filed as inhibitors; hit rate 0.092% among 330,000;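 note: 0% = full enzyme activity and -100% = no enzyme basal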
KAT2A inh – blocks human GCN5L2 histone acetyltransferase. Q92830. GCN5L2 HAT assay, ThioGlo1 CoA-SH fluorescence. Potency, µM (top dose mostly 58.9 µM), for inactives: at the highest dose activity change, negative = inhibition, most hits filed as inhibitors. hit rate 0.21% among 390,000
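Compounds, pin-transferred from DMSO stocks, meet 20nM GCN5L2 for 15 min before the reaction begins with H3(1-25) peptide (75uM) and acetyl-CoA (70uM). Thiol-reactive ThioGlo1 reports CoA release over 20 min at room temperature.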
Starred values were filed as active, the others as inactive; u = inconclusive; x = not tested or not shown; [ ] = remark or other dose. Calls come from the whole dose curve; as a rule, active = well fitted curve in the direction sought with a large enough effect; inconclusive = small, poorly fitted or top-dose-only effect, or another doubt; inactive = no such curve, though single readings can be large; an effect the other way counts as inactive or inconclusive. Unless noted, % is set by controls: 0 for no effect and ±100 for the full control effect; potency is the fitted concentration of half-maximal effect.

SMILES | FEN1 inhibitor | N370S GC | KAT2A inh
CC(C)(C)c1ccc(NC(=S)NCc2cccnc2)cc1 | 14% | -22% | -9%
CC(C)(C)CN1CCC(Oc2cccc(C(=O)N3CCNC(=O)C3(C)C)c2)CC1 | -6% | 7% | -1%
O=C(CC1CCCCC1)N1CCCC(c2nc(-c3ccc(S(=O)(=O)N4CCCC4)cc3)no2)C1 (stereo unspecified) | -20% | 0% | -3%[0.501 µM]
CC(=O)c1ccc(N2CCN(C(=O)CCCn3c(=S)[nH]c4cc5c(cc4c3=O)OCO5)CC2)cc1 | 9% | -17% | -8%
CCCCCCC(=O)NNC(=O)CC(=O)Nc1ccccc1C(=O)O | 1% | 8% | 28%
CC1(C)Cc2c(sc(NC(=O)C(=O)N3CCCC3)c2C#N)CO1 | 2% | -14% | -7%
COc1ccc2[nH]c(C(=O)N/N=C/c3cc(OC)c(OC)c(OC)c3)cc2c1 | u | -17% | -2%
COC(=O)c1ccccc1NC(=O)NCc1ccco1 | 1% | 13% | -1%
Cc1[nH]c2ccc(-c3n[nH]c(=S)n3Cc3ccccc3)cc2c1C | 3% | -7% | -5%
CC1(C)NC(=O)N(CCCCOc2ccc(Br)cc2Cl)C1=O | -7% | 2% | 0%
N/C(=N\OS(=O)(=O)c1ccc2ccccc2c1)c1ccccn1 | -5% | 2% | 2%
Oc1ccc(Br)cc1/C=N/N1CCN(Cc2cccc3ccccc23)CC1 | -4% | 2% | -2%
Cc1sc2ncn(CC(=O)NCCCC(=O)Nc3ccc(C(C)C)cc3)c(=O)c2c1C | -2% | -4% | -5%
COc1ccc(NC(=O)c2sc3ncn(CC(=O)N4CCN(c5ccccn5)CC4)c(=O)c3c2C)cc1OC | 5% | -4% | -9%
CC(=O)N1CCN(C(=O)C(Cc2c[nH]c3ccccc23)NC(=O)c2ccccc2Cl)CC1 (stereo unspecified) | 0% | -2% | -5%
O=C(NCCN1CCOCC1)c1cccc(S(=O)(=O)Nc2ccc(Br)cc2)c1 | -6% | x | -1%
COc1cc(NC(=O)CCn2nc(C)c(S(=O)(=O)N3CCCCC3)c2C)cc(OC)c1OC | 0% | x | -12%
CC1C(=O)N(Cc2ccc([N+](=O)[O-])cc2)c2ccccc2N1C(=O)C1CC1 (stereo unspecified) | 0% | 7% | -10%
O=C(Cc1ccccc1)Nc1ccc(NC(=O)c2ccco2)cc1 | -7% | -3% | -3%
Cc1ccc(NC(=O)CCC(=O)NNC(=O)c2ccco2)c(C)c1 | 4% | -4% | 0%

At a glance, four of the compounds above.
SMILES | FEN1 inhibitor | N370S GC | KAT2A inh
CC(C)(C)c1ccc(NC(=S)NCc2cccnc2)cc1 | 14% | -22% | -9%
CC(C)(C)CN1CCC(Oc2cccc(C(=O)N3CCNC(=O)C3(C)C)c2)CC1 | -6% | 7% | -1%
O=C(CC1CCCCC1)N1CCCC(c2nc(-c3ccc(S(=O)(=O)N4CCCC4)cc3)no2)C1 (stereo unspecified) | -20% | 0% | -3%[0.501 µM]
CC(=O)c1ccc(N2CCN(C(=O)CCCn3c(=S)[nH]c4cc5c(cc4c3=O)OCO5)CC2)cc1 | 9% | -17% | -8%

The listing picks up, repeating the 2 entries before the break.
SMILES | FEN1 inhibitor | N370S GC | KAT2A inh
O=C(Cc1ccccc1)Nc1ccc(NC(=O)c2ccco2)cc1 | -7% | -3% | -3%
Cc1ccc(NC(=O)CCC(=O)NNC(=O)c2ccco2)c(C)c1 | 4% | -4% | 0%
COc1ccc2cc(C#N)c(SCC(=O)N3CC(=O)Nc4ccccc43)nc2c1 | -4% | -15% | 2%
Cc1ccc(NC(=O)COc2cccc(C)c2C)cc1S(=O)(=O)N1CCCCCC1 | -14% | -5% | -6%
CC(C)Cn1c(=O)c2ccccc2n2c(CCC(=O)N3CCN(c4ccccc4)CC3)nnc12 | 8% | x | -2%
CCCCNC(=O)N1CCN(C/C=C/c2ccccc2)CC1 | -5% | -12% | 0%
CC(=O)NC1=NN(C(C)=O)C(C)(CCS(=O)(=O)c2ccc(Cl)c(Cl)c2)S1 (stereo unspecified) | -4% | -19% | -4%
O=C(NCc1ccc(Cl)s1)C1CCC(=O)N(CCc2ccccn2)C1 (stereo unspecified) | 3% | 0% | 3%
N#Cc1c(SCC(=O)Nc2cccc(C(F)(F)F)c2)sc2c(O)cc(=O)[nH]c12 | 25µM* | -3% | -19%
O=C(COC(=O)c1cc(Cl)ccc1Cl)NC1CCCC1 | -2% | -10% | 0%
CCOC(=O)N1CCN(C(=O)COc2cc(=O)n(CC)c3ccccc23)CC1 | -11% | -11% | -12%
CCOC(=O)c1c(C)[nH]c(CCC(=O)Nc2cc(Cl)ccc2OC)c1C | -20% | x | -15%
CC(C)(C)OC(=O)NCc1ccc(NC(=O)c2nc[nH]c2C(=O)N[C@@H](Cc2ccccc2)C(=O)OC(C)(C)C)cc1 | -11% | 22% | -15%
O=S(=O)(c1ccccc1)N1CCN(C2CCCCCCC2)CC1 | -9% | 3% | -13%
Cc1nn(C)c2c1c(-c1ccccc1)cc(=O)n2Cc1ccc(Cl)cc1 | -21% | x | -18%
CN1CCN(c2ncc3nc(-c4ccc(Cl)cc4)c(=O)n(C4CC4)c3n2)CC1 | x | 16% | u
Cc1ccc(S(=O)(=O)N[C@H](C(=O)N2CCC(C(=O)NCC(=O)O)CC2)C(C)C)cc1 | 0% | -12% | 33%[activator]
COCCN(CC(=O)Nc1cccc(C)c1C)C(=O)CN1C(=O)NC2(CCCCC2)C1=O | 0% | x | -3%
CCOCCCNC(=S)N1CCC(NC(=O)C2CCCCC2)CC1 | -5% | -1% | 2%
O=C(c1ccco1)N1CCN(Cc2cccnc2)CC1 | -1% | x | 2%
COC(=O)CSc1nc(NC(C)C)nc(N(C)C)n1 | 16% | 9% | -9%
COc1ccccc1C1NC(=O)NC(C)=C1C(C)=O (stereo unspecified) | -5% | -4% | -3%

Structures above containing an aryl thioether with sulfur outside any ring:
SMILES | FEN1 inhibitor | N370S GC | KAT2A inh
COc1ccc2cc(C#N)c(SCC(=O)N3CC(=O)Nc4ccccc43)nc2c1 | -4% | -15% | 2%
N#Cc1c(SCC(=O)Nc2cccc(C(F)(F)F)c2)sc2c(O)cc(=O)[nH]c12 | 25µM* | -3% | -19%
COC(=O)CSc1nc(NC(C)C)nc(N(C)C)n1 | 16% | 9% | -9%

Next section:
SMILES | FEN1 inhibitor | N370S GC | KAT2A inh
COc1ccc(CNC(=O)c2ccc3c(c2)N(Cc2ccccc2F)C(=O)c2ccccc2S3=O)cc1 (stereo unspecified) | -11% | x | -7%
Cc1ccnc(N2C(=O)c3cccc4c([N+](=O)[O-])ccc(c34)C2=O)c1 | 0% | 0% | -6%
CSc1nc2sc3c(c2c(=O)n1-c1ccccc1C)CCCC3 | 8% | x | -5%
O=C(Nc1ccccc1NC(=O)c1ccccc1Cl)c1ccccc1Cl | 15% | -10% | -1%
O=C1c2ccccc2C(=O)N1CCN1CCOCC1 | 30%[activator] | 1% | -15%
COc1cc(NS(=O)(=O)c2cc3[nH]c(=O)[nH]c3cc2C)cc(OC)c1OC | -10% | x | -4%
CCC(SC1=Nc2ccccc2C2=NC(CC(C)C)C(=O)N12)C(=O)Nc1ccc2c(c1)OCO2 (stereo unspecified) | -16% | 13% | -4%
CCOP(=O)(OCC)C(Nc1ccc(OC)cc1)c1ccco1 (stereo unspecified) | -6% | -27% | -2%
CC1=C(C(=O)Nc2ccc(C)cn2)C(c2cnn(C)c2)C2=C(CCCC2=O)N1 (stereo unspecified) | 5% | -3% | -1%
CCOC(=O)c1ccc(S(=O)(=O)N2CCN(C(=O)c3cc4ccccc4o3)CC2)cc1 | -10% | 0% | 0%
COc1ccc(Cl)cc1NC(=O)CN(C)C(=O)CN1C(=O)NC2(CCCC2)C1=O | -4% | 3% | 0%
CCCC(=O)Nc1sc(Cc2ccccc2)c(C)c1C(N)=O | -19% | 8% | 1%
O=C(NC(=S)Nc1nc2c(s1)CCCC2)c1ccccc1 | -1% | 3% | -3%
COc1ccc(NC(=O)Nc2cccc3ccccc23)cc1OC | 7% | -1% | 0%
CC(=O)Nc1ccc(S(=O)(=O)NCCCCNS(=O)(=O)c2ccc(NC(C)=O)cc2)cc1 | 6% | -1% | -1%
Cc1ccc(S(=O)(=O)/C=C/c2ccccc2)cc1 | -17% | 15% | 12%
O=c1[nH]c2ccc(S(=O)(=O)N3CCCCC3)cc2o1 | -7% | 1% | -4%
CCn1c(SCC(=O)Nc2cc(C)on2)nnc1-c1ccc(S(=O)(=O)N2CCCC2)cc1 | 8% | 0% | -16%
CCOC(=O)N/N=C/c1ccccc1OCc1ccc(Cl)cc1 | 9% | 7% | -7%
CCc1cc(=O)oc2cc(C)cc(OCC(=O)N3CCC[C@@H]3C(=O)O)c12 | 19% | -4% | -5%

A draw from above in order of SMILES length, high to low:
SMILES | FEN1 inhibitor | N370S GC | KAT2A inh
CC(C)(C)OC(=O)NCc1ccc(NC(=O)c2nc[nH]c2C(=O)N[C@@H](Cc2ccccc2)C(=O)OC(C)(C)C)cc1 | -11% | 22% | -15%
COc1ccc(NC(=O)c2sc3ncn(CC(=O)N4CCN(c5ccccn5)CC4)c(=O)c3c2C)cc1OC | 5% | -4% | -9%
CC(=O)Nc1ccc(S(=O)(=O)NCCCCNS(=O)(=O)c2ccc(NC(C)=O)cc2)cc1 | 6% | -1% | -1%
CC(C)Cn1c(=O)c2ccccc2n2c(CCC(=O)N3CCN(c4ccccc4)CC3)nnc12 | 8% | x | -2%
N#Cc1c(SCC(=O)Nc2cccc(C(F)(F)F)c2)sc2c(O)cc(=O)[nH]c12 | 25µM* | -3% | -19%
Cc1ccc(S(=O)(=O)/C=C/c2ccccc2)cc1 | -17% | 15% | 12%

The list continues.
SMILES | FEN1 inhibitor | N370S GC | KAT2A inh
O=C(NCC(c1cccs1)N1CCOCC1)c1ccccc1NS(=O)(=O)c1ccc(Br)cc1 (stereo unspecified) | 4% | -27% | -3%
S=c1[nH]nc(-c2ccccc2)n1/N=C/c1ccc(Cl)cc1 | 0% | -1% | -5%
CCOC(=O)N1CCC(N2CCN(S(=O)(=O)CC)CC2)CC1 | -10% | -19% | -2%
COc1ccc(C(=O)Nc2ccc3c(c2)N(C)C(=O)c2ccccc2S3)cc1OC | 12% | x | -7%
O=C(c1ccc(Br)cc1)C1CCc2occc2C1=O (stereo unspecified) | -17% | 1% | 1%
Cn1nc(-c2ccccc2)c(/C=N/O)c1Cl | -14% | -4% | -6%
O=C(Nc1ccccc1C(=O)N1CCCCC1)C1CCCCC1 | 0% | 5% | -15%
Cc1cccc(Cn2cnc3c(nnn3Cc3ccccc3F)c2=O)c1 | 14% | 11% | -6%
O=C(NC1=NCCS1)c1ccc(Cl)c(S(=O)(=O)N2CCCCC2)c1 | 6% | 26%[12.8 µM] | -14%
COc1ccccc1CNC(=O)c1cc(C2CC2)nc2c1cnn2C(C)C | -15% | x | -11%
O=S(=O)(Nc1ncn[nH]1)c1ccc(Cl)cc1 | -7% | 2% | -2%
O=C(Cc1ccc(NS(=O)(=O)c2ccc(F)cc2)cc1)NCc1ccccc1 | -1% | -11%[12.8 µM] | -2%
COc1cc2c(cc1[N+](=O)[O-])n(C(C)C)c(=O)n2C(C)C | 4% | -1% | 1%
CC1CCCCC1NC(=O)Cn1nnc(-c2ccc(Cl)cc2)n1 (stereo unspecified) | 2% | 0% | 3%
COc1cc(C)c(S(=O)(=O)NOCc2ccccc2)c(C)c1C | -20% | -7% | -11%
Cc1ccc(CN(C(=O)c2ccc([N+](=O)[O-])cc2)c2ccccn2)cc1 | -7% | x | -5%
CCOC(=O)NC(=O)/C(C#N)=C/c1ccc(N(C)C)cc1 | -2% | -7% | -7%
CCOC(=O)CC(NC(=O)Cn1nnc(-c2ccccc2F)n1)c1ccc(OC)cc1 (stereo unspecified) | -3% | -16% | -4%
CCc1ccccc1NC(=O)Cn1nnc(-c2nc(-c3ccc(C)cc3)no2)c1N | -1% | x | 1%
O=C(O)c1cc([N+](=O)[O-])cc([N+](=O)[O-])c1N1CCN(c2cccc(C(F)(F)F)c2)CC1 | -13% | -4% | -16%

These rows are one share of the data. The share of hits here may be higher or lower than overall.
